# APEX1 inh: inhibitors of human APE1 endonuclease. P27695. recombinant APE1, TAMRA/BHQ-2 abasic DNA cleavage fluorescence. Potency, µM (series often up to 65.8 µM), without a hit: top-dose activity change, negative = inhibition, usual class: inhibitors. 350,000 compounds, 0.35% hits;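 also: plate controls were vehicle for no effect and reference inhibitor for full effect; nearly all actives have a fitted effect of over 55% in size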
#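 Activity was derived from the fluorescence gain between first and third kinetic reads (60 s intervals, ex 525/em 598 nm) after 50 nM THF-abasic TAMRA/BHQ-2 duplex was added to 0.75 nM APE1 preincubated 15 min with compound.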
# Pol kappa inh: inhibitors of human DNA polymerase kappa. 400,000 compounds, 0.53% hits. purified Pol kappa, fluorescent DNA synthesis assay, 10 min. Potency, µM (series often up to 107 µM), without a hit: top-dose activity, negative = inhibition, most hits filed as inhibitors. Q9UBT6; also: % is scaled to controls: 0 for no effect and ±100 for the full control effect
#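 Here, compound and 10 nM enzyme are combined for 15 min at room temperature; adding 50 nM substrate (final) starts DNA synthesis, tracked by fluorescence at 0 and 10 min against buffer-only wells.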
# Pol eta inh: DNA polymerase eta (human) inhibition; Q9Y253; recombinant Pol eta, fluorescent DNA replication assay; Potency, µM (series often up to 114 µM), inactives show at the top dose activity change, negative = inhibition, actives largely listed as inhibitors; 390,000 compounds, 1.2% hits; also: % is scaled to controls: 0 for no effect and ±100 for the full control effect
#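 Fluorescent replication assay: 50 nM final substrate added after a 15 min room-temperature compound preincubation with 10 nM enzyme. Signal taken at 0 min and again at 10 min.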
# BAZ2B block: inhibitors of human BAZ2B bromodomain | Q9UIF8 | AlphaScreen BAZ2B-H3K14Ac peptide displacement | Potency, µM (top dose mostly 114 µM), without a hit: top-dose activity change, negative = inhibition, actives largely listed as inhibitors | 360,000 compounds, 4.4% hits | AID 504333; also: % is scaled to controls: 0 for no effect and ±100 for the full control effect; nearly all actives have a fitted effect of over 60% in size
#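 AlphaScreen displacement: compounds (up to 110uM) incubated 30 min at room temperature with a preformed 50 nM BAZ2B/50 nM biotinylated H3K14Ac peptide complex in PBS pH 7.4 with Tween-20. Donor and acceptor beads at 10 ug/mL final added, 20 min light-protected before reading.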
# POLB inh: blocks human DNA polymerase beta activity; 340,000 compounds, 1.3% hits; Potency, µM (highest dose often 114 µM), without a hit: at the top dose activity change, negative = inhibition, usual class: inhibitors; Pol beta primer extension/strand displacement, fluorescence kinetic; P06746; also: % is scaled to controls: 0 for no effect and ±100 for the full control effect
#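 Homogeneous kinetic assay of primer extension and strand displacement by 10 nM Pol beta, preincubated 15 min at room temperature with compound before 50 nM substrate (final) was added. Read at 0 and 10 min; four-parameter Hill fit.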
# G9a inh: G9a (human) methyltransferase inhibition; Q96KQ7; G9a H3K9 monomethylation, AlphaScreen, 2 h; Potency, µM (doses to about 102 µM), without a hit: at the top dose activity, negative = inhibition, most hits filed as inhibitors; 350,000 compounds, 8.8% hits; AID 504332; also: % is scaled to controls: 0 for no effect and ±100 for the full control effect; nearly all actives have a fitted effect of over 75% in size
#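 G9a (20 nM) preincubated 15 min RT with compounds, then 500 nM biotinylated H3K9 peptide and 20 uM SAM added; 2 h RT reaction. Monomethyl-H3K9 product detected by AlphaScreen with anti-H3K9me1 antibody, streptavidin donor and anti-rabbit IgG acceptor beads.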
# BLM inh: Bloom syndrome helicase (human) inhibition; Potency, µM (titrated, usually from 56.1 µM), for inactives: at the highest dose activity change, negative = inhibition, actives largely listed as inhibitors; 350,000 compounds, 0.2% hits; recombinant BLM DNA unwinding, fluorescence dequenching;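 also: plate controls were vehicle for no effect and no enzyme for full effect; nearly all actives have a fitted effect of over 35% in size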
# Pol iota inh: inhibitors of human DNA polymerase iota; Pol iota fluorescent replication assay, 10 min; Potency, µM (series often up to 115 µM), for inactives: top-dose activity, negative = inhibition, usual class: inhibitors; 390,000 compounds, 1% hits; Q9UNA4
#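 Fluorescent replication assay read twice, at 0 min and 10 min after adding 50 nM (final) substrate. Enzyme (10 nM) and compounds were first incubated 15 min at room temperature; enzyme-free buffer wells were negative controls.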
# JMJD2A Tudor: blocks the human JMJD2A Tudor domain. Potency, µM (top dose mostly 114 µM), without a hit: at the highest dose activity change, negative = inhibition, most hits filed as inhibitors. 390,000 compounds, 4.4% hits. AlphaScreen JMJD2A-Tudor / H3K4me3 peptide binding; also: % is scaled to controls: 0 for no effect and ±100 for the full control effect; nearly all actives have a fitted effect of over 50% in size
# Target sequence (O75164 whole entry, looked up, the tested form may be a part): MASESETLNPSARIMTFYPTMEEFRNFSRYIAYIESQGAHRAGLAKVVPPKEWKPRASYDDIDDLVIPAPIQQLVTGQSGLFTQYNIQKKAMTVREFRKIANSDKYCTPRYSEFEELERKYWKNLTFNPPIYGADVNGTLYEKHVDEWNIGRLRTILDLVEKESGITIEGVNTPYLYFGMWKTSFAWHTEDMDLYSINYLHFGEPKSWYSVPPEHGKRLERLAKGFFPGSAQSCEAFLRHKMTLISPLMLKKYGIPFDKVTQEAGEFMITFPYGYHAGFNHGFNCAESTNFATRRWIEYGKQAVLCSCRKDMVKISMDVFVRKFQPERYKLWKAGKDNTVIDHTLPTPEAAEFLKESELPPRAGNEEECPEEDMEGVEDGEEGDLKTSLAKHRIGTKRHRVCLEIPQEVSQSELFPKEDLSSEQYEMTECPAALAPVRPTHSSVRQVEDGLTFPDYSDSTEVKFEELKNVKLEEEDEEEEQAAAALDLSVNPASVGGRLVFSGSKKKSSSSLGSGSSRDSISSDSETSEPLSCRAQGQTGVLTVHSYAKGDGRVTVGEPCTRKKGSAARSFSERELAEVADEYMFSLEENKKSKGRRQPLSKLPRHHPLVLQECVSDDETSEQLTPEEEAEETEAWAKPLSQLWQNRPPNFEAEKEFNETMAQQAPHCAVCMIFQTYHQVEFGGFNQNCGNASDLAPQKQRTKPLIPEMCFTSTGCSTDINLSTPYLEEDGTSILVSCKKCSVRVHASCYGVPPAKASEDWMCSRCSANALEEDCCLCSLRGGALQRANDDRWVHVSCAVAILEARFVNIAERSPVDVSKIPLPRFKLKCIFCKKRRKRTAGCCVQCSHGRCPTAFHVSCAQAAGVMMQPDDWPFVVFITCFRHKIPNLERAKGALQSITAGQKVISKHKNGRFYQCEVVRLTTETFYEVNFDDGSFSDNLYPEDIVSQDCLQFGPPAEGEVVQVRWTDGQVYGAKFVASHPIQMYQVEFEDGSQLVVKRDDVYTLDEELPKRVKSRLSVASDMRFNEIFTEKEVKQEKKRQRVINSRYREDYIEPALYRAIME
# The depositor's hits bear a star; u = inconclusive; x = no result given; [ ] = remark or other dose. Calls follow the shape of the dose curve; as a rule, active = well fitted curve in the direction sought with a large enough effect; inconclusive = small, poorly fitted or top-dose-only effect, or another doubt; inactive = no such curve, though single readings can be large; an effect the other way counts as inactive or inconclusive. Potency is read from the fitted curve at half-maximal effect. Not all compounds are listed; the hit share may differ from the screen's.
mol	APEX1 inh	JMJD2A Tudor	Pol kappa inh	Pol iota inh	Pol eta inh	BLM inh	POLB inh	BAZ2B block	G9a inh
COc1cc(NC(=O)CSc2nnc(-c3ccncc3)n2C2CCCCC2)ccc1NC(=O)c1ccco1	3%	-32%	-8%	15%	-15%	-5%	3%	-28%	-23%
Fc1cc2nccnc2cc1N1CCSCC1	-4%	-9%	-1%	12%	-11%	1%	0%	17%	30%[12.7 µM]
CC(=O)N/C(=C\c1ccccc1)C(=O)OCC(=O)NC(=O)c1ccccc1	6%	-6%	-6%	13%	4%	x	x	12%	-4%
CCC(=O)c1ccc(N2CCN(C(=O)COc3ccc(F)cc3)CC2)c(F)c1	-2%	-8%	5%	-6%	-17%	0%	19%	0%	1%[59 µM]
CCCCOC(=O)n1c(SCC(=O)N(CC)CC)nc2ccccc21	-4%	4%	2%	0%	0%	-8%	u	6%	-2%[12.7 µM]
CC1=C(C(=O)Nc2ccccc2)C(c2ccc(C)o2)n2c(s/c(=C\c3ccco3)c2=O)=N1 (stereo not given)	u	-13%	-29%	u	-2%	-11%	u	50µM*	u
CC(=O)Nc1ccc(C(=O)N2CCc3cc4c(cc3C2C)OCCCO4)cc1 (stereo not given)	9%	-12%	1%	5%	-18%	-1%	16%	1%	x
CC1(c2ccc(Cl)cc2)NC(=O)N(CC(=O)N2CCN(S(=O)(=O)c3ccccc3)CC2)C1=O (stereo not given)	39%	-3%	-7%	10%	-9%	x	x	9%	u
COC(=O)c1ccc(-n2nnnc2SCC(=O)Nc2ccccc2C(=O)OC)cc1	-1%	-3%	-14%	2%	-5%	-1%	7%	-6%	-28%[12.7 µM]
C#CCOCCOCCOCCNc1nc(N2CCN(C(=O)Cn3cc(CCO)nn3)CC2)nc(N2CCN(C(=O)Cn3cc(CCCN=C(N)N)nn3)CC2)n1	x	-28%	-20%	-12%	1%	x	x	x	x
Cc1[nH]c(=S)[nH]c(=O)c1CCC1OCCO1	7%	-9%	-14%	-15%	4%	-3%	36%	-17%	u
O=C(O)C1=C[C@@H](c2coc3ccccc3c2=O)C[C@@H](OCc2ccc(CO)cc2)O1	-1%	-8%	-1%	-24%	-6%	0%	-1%	-16%	x
O=C(Cn1cc(C(F)(F)F)ccc1=O)NCC1CCCO1 (stereo not given)	20%	-4%	15%	-13%	-4%	x	x	9%	-5%[2.33 µM]
O=C(Cc1ccccn1)c1ccc(F)cc1	12%	-15%	-13%	u	-3%	x	x	-5%	7%[2.33 µM]
COc1ccc(OC)c(CNC(=O)c2coc(=O)c3ccccc23)c1	1%	7%	-6%	150%[activator]	-24%	-3%	6%	-4%	5%
COC(=O)C1=C(CSCc2ccccc2)NC(=O)NC1c1cc(C)ccc1C (stereo not given)	-1%	-7%	-5%	-8%	-10%	1%	31%	-36%	88%[activator][59 µM]
CCOC(=O)C1=C(C)N=c2s/c(=C/c3ccc(OCC(=O)O)cc3)c(=O)n2C1c1ccc(SC)cc1 (stereo not given)	7.5µM*	x	x	x	x	u	4.5µM*	35µM*	x
COc1ccc2c(c1)C(=O)N1[C@H]3c4cc(C)ccc4OC[C@@H]3[C@H](c3ccccc3)[C@]1(C)C(=O)N2	6%	-29%	-4%	u	-12%	x	x	-4%	-4%[2.33 µM]
CCN(CC)S(=O)(=O)c1ccc(/C=C/C(=O)NC2CCCCC2)cc1	-12%	-1%	-9%	7%	-14%	-1%	59%	11%	7%
O=C(CN(c1ccccc1)S(=O)(=O)c1ccccc1)NCCSc1nc2ccccc2s1	-1%	-7%	-16%	3%	3%	-3%	0%	-5%[57.1 µM]	19%
C=CC[n+]1ccn(-c2nc3ccccc3nc2[N-]S(=O)(=O)c2cccs2)c1	2%	-6%	0%	57%[activator]	-4%	0%	12%	2%	-4%
CCOc1cc(/C=N/Nc2nc(-c3cccs3)c(NC(C)=O)s2)ccc1O	-8%	28µM*	-11%	41%[activator]	-4%	-11%	1%	40µM*	20µM*
CCO[C@H]1OC(C(=O)NCc2nc3ccccc3[nH]2)=C[C@@H](c2ccc(C(F)(F)F)cc2)[C@@H]1CCCO	-2%	-14%	8%	24%	-16%	2%	0%	12%	26%[12.7 µM]
CNc1nnc(CSc2nc(C)cc(C)n2)s1	-3%	-8%	-17%	4%	-8%	-1%	16%	6%	13%[59 µM]
Cc1ccc(NC(=S)NN(C)c2nc(C)cnc2C)cc1	-5%	-11%	-2%	16%	-13%	2%	u	6%	-5%[59 µM]
Cc1ccc(NS(=O)(=O)c2ccc(-n3cccn3)cc2)cc1C	10%	-6%	0%	13%	-26%	-1%	25%	2%	38%[activator]
COC(=O)c1c(NC(=O)CS(=O)(=O)c2ccccc2)sc(C)c1C	18%	-16%	-2%	-3%	-12%	x	x	-7%	6%[0.501 µM]
C[C@H](NS(=O)(=O)c1ccccc1F)C(=O)OCC(=O)Nc1ccc2c(c1)OCCO2	57%[activator]	-18%	-6%	79%[activator]	-18%	x	x	x	x
O=C(Nc1ccccc1N1CCCC1)C1CCN(S(=O)(=O)c2ccccc2C(F)(F)F)CC1	-3%	u	-4%	30%	-27%	x	x	-31%	35µM*
O=C(NNC1=Nc2ccccc2SC1)c1cccc([N+](=O)[O-])c1	6%	-13%	-13%	7%	-5%	-4%	-14%	6%	25%[59 µM]

# (cont.)
mol	APEX1 inh	JMJD2A Tudor	Pol kappa inh	Pol iota inh	Pol eta inh	BLM inh	POLB inh	BAZ2B block	G9a inh
Cc1cccnc1NC(=O)C1CC(=O)N(c2ccc3c(c2)OCCO3)C1 (stereo not given)	2%	-14%	-12%	35%[activator]	-18%	x	x	-28%	5%
CCOC(=O)c1cc(-c2ccc(OC)cc2)n(CCC(=O)Nc2ccc(OC)cc2OC)c1C	x	u	-7%[60.1 µM]	-3%	-17%	-5%	-9%	-33%	u
COc1cc(C2SC(C)C(=O)N2CCc2ccccc2)cc(OC)c1OC (stereo not given)	5%	-7%	-3%[60.1 µM]	39%[activator]	-13%	-1%	3%	-3%	50µM*
CCC(C)Sc1cccc(-c2nc3cnccn3c2NC2CCCCC2)c1 (stereo not given)	-14%	-4%	-13%	u	-17%	x	x	x	x
Cc1ccc(Nc2ncc3c(n2)CC(C)CC3=O)c(C)c1 (stereo not given)	16%	-6%	-18%	13%	6%	-5%	1%	2%	x
O=C(CCC(=O)N1Cc2ccccc2Oc2ncccc21)NCc1cccc(Cl)c1	x	-10%	2%	-10%	4%	-1%	-1%	8%[57.1 µM]	-17%[59 µM]
Cc1ccc(C(=O)N2CC(=O)Nc3ccc(C)cc3C2c2ccccc2)cc1 (stereo not given)	-5%	-7%	4%	13%	-16%	-11%	-6%	-21%	28%
O=C1CN(C(=O)COc2ccc(Cl)cc2Cl)c2ccccc2N1	2%	-17%	-3%	51%[activator]	-10%	-2%	18%	-4%	-10%
COc1cccc(-c2ncnn2-c2sc3c(c2C#N)CCCCC3)c1OC	x	-26%	11%	23%	-17%	-2%	15%	-23%	6%[59 µM]
Cc1c(C)c2ccc(OCC(=O)Nc3nccs3)cc2oc1=O	17%	-18%	9%	9%	10%	-3%	-3%	-3%	19%
CCn1c(=O)cc(OCC(=O)NCc2ccccc2OC)c2ccccc21	x	-16%	-3%	30%	-9%	2%	40%	u	-8%[59 µM]
O=C(COc1ccccc1)NC1CCCN(Cc2ccccc2F)C1 (stereo not given)	-9%	-14%	-2%	-19%	2%	2%	24%	-2%	7%[0.0925 µM]
COC(=O)[C@H](Cc1ccccc1)NC(=O)N1CCCCC1	-2%	-8%	-2%	10%	-8%	-1%	2%	-5%	6%[59 µM]
CC1Oc2ccccc2N(CC(=O)c2ccc(F)cc2)C1=O (stereo not given)	-2%	2%	-7%	42%[activator]	-1%	-5%	5%	-7%	24%
CC1(C)Cc2c(sc3c2C(=O)N(c2ccccc2)C2=NCCCN23)CO1	-3%	-14%	-5%	u	-14%	-9%	2%	1%	u
Cc1ccc(CC(=O)NCc2ccc(F)cc2)cc1	1%	-1%	-21%	22%	-3%	0%	-22%	-16%	u
Cc1ccc(CCNC(=O)C2CC(=O)N(CCc3ccc(C)cc3)C2)cc1 (stereo not given)	x	-22%	-7%[60.1 µM]	13%	-6%	0%	10%	2%	-1%[59 µM]
O=C(CCCN1CCC(NC(=O)c2ccccc2)CC1)c1ccc(Cl)cc1	-2%	2%	3%	14%	1%	-6%	5%	-12%	x
O=C(Nc1ccc(Br)cc1)C(c1ccccc1)c1ccccc1	3%	-3%	8%	-2%	-19%	-4%	30%	0%	5%
O=C(c1ccccc1)N1CCN(CC#Cc2ccccc2)CC1	13%	0%	-7%	-8%	-23%	-4%	25%	7%	-9%[59 µM]
Cc1ccccc1CCNC(=O)c1ccc(Cl)c(S(=O)(=O)N2CC(C)OC(C)C2)c1 (stereo not given)	3%	-13%	-13%	18%	-20%	x	x	11%	-9%[12.7 µM]
O=C(CCc1nc(-c2ccccc2F)no1)NCCc1ccccc1Cl	-3%	15%	-2%	10%	-18%	1%	-1%	17%	4%
NC(=O)NCc1ccccc1Cl	-2%	-7%	1%	38%[activator]	-9%	-5%	2%	0%	7%

# Structures listed so far that have a COOH group, in the order listed:
mol	APEX1 inh	JMJD2A Tudor	Pol kappa inh	Pol iota inh	Pol eta inh	BLM inh	POLB inh	BAZ2B block	G9a inh
O=C(O)C1=C[C@@H](c2coc3ccccc3c2=O)C[C@@H](OCc2ccc(CO)cc2)O1	-1%	-8%	-1%	-24%	-6%	0%	-1%	-16%	x
CCOC(=O)C1=C(C)N=c2s/c(=C/c3ccc(OCC(=O)O)cc3)c(=O)n2C1c1ccc(SC)cc1 (stereo not given)	7.5µM*	x	x	x	x	u	4.5µM*	35µM*	x

# Entries of single compounds, quoted from the list. Screens in order: APEX1 inh, JMJD2A Tudor, Pol kappa inh, Pol iota inh, Pol eta inh, BLM inh, POLB inh, BAZ2B block, G9a inh
# Entry for O=C(CCCN1CCC(NC(=O)c2ccccc2)CC1)c1ccc(Cl)cc1 : -2%, 2%, 3%, 14%, 1%, -6%, 5%, -12%, x
# Entry for O=C(CCc1nc(-c2ccccc2F)no1)NCCc1ccccc1Cl : -3%, 15%, -2%, 10%, -18%, 1%, -1%, 17%, 4%
